Screening results from PubChem BioAssay.
FUS suppressor – qHTS for Suppressors of FUS Proteinopathy: Primary screen using FUS-linked yeast assay. S. cerevisiae FUS-expressing, growth rescue, OD600, 24 h. AID 1347120, 2019. 0.24% of 390,000 active. Potency, µM (titrated, usually from 76.6 µM), without a hit: at the top dose growth rescue (activation), usual class: activators;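 note: potency is the fitted concentration of half-maximal effect; plate controls were DMSO vehicle for no effect and reference control for full effect; nearly all actives have a fitted effect of over 55% in size; some results filed as inactive show a strong effect at the top dose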
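Compound concentration series was pinned onto galactose-induced FUS-expressing yeast seeded at OD 0.005. Plates sat 24hr at 30C; absorbance at 600 nm gave growth. DMSO served as background control.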
aSyn yeast inh – qHTS of alpha-syn Inhibitors | Yeast expressing alpha-synuclein, growth rescue, BacTiter-Glo, 24 h | Potency, µM (highest dose often 46.1 µM), without a hit: at the top dose growth rescue (activation), most hits filed as activators | 0.14% of 370,000 active; note: potency is the fitted concentration of half-maximal effect; % of control where 0% means no effect; nearly all actives have a fitted effect of over 65% in size
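Rescue of yeast growth: cells expressing toxic alpha-synuclein, induced in galactose at OD600 0.02, incubated with compound 24 h at 30 C. ATP luminescence quantified growth; inhibitors of toxicity appear as activators.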
TDP-43 yeast inh – qHTS of TDP-43 Inhibitors; Potency, µM (series often up to 46.1 µM), for inactives: at the highest dose growth rescue (activation), most hits filed as activators; 1.8% of 410,000 active; TDP-43 expressing yeast growth rescue, BacTiter-Glo, 24 h; note: potency is the fitted concentration of half-maximal effect; % of control where 0% means no effect; nearly all actives have a fitted effect of over 50% in size
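Readout is BacTiter-Glo luminescence of cell growth, so inhibitors register as activators. TDP-43-expressing yeast at OD600=0.02 in galactose medium, after raffinose pregrowth to mid-log, were incubated with compound for 24 hr at 30 deg C.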
EPAC2 ag – qHTS for Agonist of cAMP-regulated guanine nucleotide exchange factor 4 (EPAC2): primary screen | Rap guanine nucleotide exchange factor 4 (Homo sapiens), Q8WZA2 | EPAC2 activation, biochemical qHTS; response scale: 100% = 6.5 mM cAMP response | Potency, µM (top dose mostly 154 µM), without a hit: at the top dose activation, hits mostly activators | 0.079% of 360,000 active | AID 720711, 2013; note: potency is the fitted concentration of half-maximal effect; nearly all actives have a fitted effect of over 50% in size
Target sequence (Q8WZA2 whole entry, looked up): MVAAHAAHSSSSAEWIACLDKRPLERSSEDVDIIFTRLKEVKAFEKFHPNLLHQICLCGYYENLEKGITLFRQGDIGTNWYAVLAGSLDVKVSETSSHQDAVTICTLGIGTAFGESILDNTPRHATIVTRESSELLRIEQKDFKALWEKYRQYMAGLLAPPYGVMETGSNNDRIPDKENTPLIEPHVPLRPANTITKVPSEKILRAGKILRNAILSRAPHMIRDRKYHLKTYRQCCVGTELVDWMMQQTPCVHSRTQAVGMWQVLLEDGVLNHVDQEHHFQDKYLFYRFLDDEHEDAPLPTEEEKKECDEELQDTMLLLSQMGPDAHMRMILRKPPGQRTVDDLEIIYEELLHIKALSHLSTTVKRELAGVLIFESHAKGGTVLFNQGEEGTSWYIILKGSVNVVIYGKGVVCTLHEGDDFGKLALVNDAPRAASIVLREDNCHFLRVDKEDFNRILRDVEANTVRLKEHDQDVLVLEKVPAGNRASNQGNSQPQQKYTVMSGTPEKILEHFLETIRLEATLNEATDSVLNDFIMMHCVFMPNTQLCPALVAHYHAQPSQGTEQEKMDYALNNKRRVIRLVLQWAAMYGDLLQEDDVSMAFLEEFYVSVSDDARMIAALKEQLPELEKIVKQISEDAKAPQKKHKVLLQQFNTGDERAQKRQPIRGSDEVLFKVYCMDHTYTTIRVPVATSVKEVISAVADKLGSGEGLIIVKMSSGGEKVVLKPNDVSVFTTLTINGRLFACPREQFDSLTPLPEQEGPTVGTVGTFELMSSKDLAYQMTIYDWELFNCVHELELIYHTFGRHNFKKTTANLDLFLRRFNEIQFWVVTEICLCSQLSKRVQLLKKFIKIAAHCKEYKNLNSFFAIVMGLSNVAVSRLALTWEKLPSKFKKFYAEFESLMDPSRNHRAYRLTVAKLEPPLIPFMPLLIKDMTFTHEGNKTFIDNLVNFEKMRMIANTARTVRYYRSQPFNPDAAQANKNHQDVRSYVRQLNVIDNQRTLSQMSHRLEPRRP
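EPAC2 (100 nM) mixed with Rap1B loaded with BODIPY-GDP (250 nM) plus 50 uM unlabeled GDP; compounds pinned in, 5 min RT, then read every 5 min for 30 min (ex 480, em 540 nm). Normalized to cAMP control.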
Abeta yeast res – qHTS for compounds that reverse cellular toxicity of Amyloid beta (A-beta) peptide in yeast: Primary Screen. AID 1347071, 2019. yeast expressing A-beta42, growth rescue, OD600, 48 h; response scale: 0% DMSO, 100% iron-clioquinol control. Potency, µM (top dose mostly 46.1 µM), for inactives: at the highest dose growth rescue, most hits filed as activators. 0.063% of 410,000 active; note: potency is the fitted concentration of half-maximal effect; nearly all actives have a fitted effect of over 55% in size
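Yeast growth medium received pinned compounds, then yeast cells expressing toxic A-beta were added; plates incubated at 30 C for 48 hr. Growth read as absorbance at 600 nm, normalized to DMSO and equimolar FeCl3 plus clioquinol controls.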
D3 ag – qHTS of D3 Dopamine Receptor Agonist: qHTS; 0.58% of 410,000 active; D(3) dopamine receptor (Homo sapiens), P35462; AID 652048, 2013; D3R DiscoveRx beta-arrestin cells, luminescence, 90 min; max activation, %; in the data active = max activation above about 30%; note: 0% is about no effect; mostly tested at two doses, the higher about 12 µM
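Agonist-mode cell screen: cells plated at 1500/well and incubated overnight at 37 °C, then exposed to library compounds for 90 min at 37 °C. Detection reagent was added for 30–60 min at room temperature, and luminescence was read.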
EPAC2 antag – qHTS for Antagonist of cAMP-regulated guanine nucleotide exchange factor 2 (EPAC2): primary screen. EPAC2 GEF exchange of Rap1B-BODIPY-GDP, fluorescence. Potency, µM (doses to about 114 µM), for inactives: at the highest dose activity, negative = inhibition, most hits filed as inhibitors. 0.18% of 360,000 active; note: potency is the fitted concentration of half-maximal effect; % is set by controls: 0 for no effect and ±100 for the full control effect; nearly all actives have a fitted effect of over 45% in size; many of its hits are not listed in these tables
D3 antag – qHTS of D3 Dopamine Receptor Antagonist: qHTS. D(3) dopamine receptor (Homo sapiens), P35462. D3R cells, DiscoveRx beta-arrestin luminescence, antagonist mode; active compounds read low. max response, negative = inhibition, %. 2.5% of 360,000 active; in the data active = max response below about -50%; inconclusive = no clear call, values can overlap the other calls; note: % is set by controls: 0 for no effect and ±100 for the full control effect; mostly tested at two doses, the higher about 12 µM
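Cells plated overnight at 1500 cells/well, then exposed to library compounds with dopamine controls for 90 minutes at 37 degrees C. DiscoveRx reagent added for 30–60 minutes at room temperature; luminescence read, quantitative HTS format.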
* marks the source's active call; other numbers are inactive results; u = inconclusive; x = no result given; [ ] = another dose, or the depositor's remark. Unless noted, calls come from the whole dose curve; as a rule, active = well fitted curve in the direction sought with a large enough effect; inconclusive = small, poorly fitted or top-dose-only effect, or another doubt; inactive = no such curve, though single readings can be large; an effect the other way counts as inactive or inconclusive. Not all compounds are listed; rates above refer to the full screens.

smiles	aSyn yeast inh	EPAC2 antag	EPAC2 ag	D3 antag	TDP-43 yeast inh	D3 ag	FUS suppressor	Abeta yeast res
CN(C)N=Nc1nc2c(c(=O)n(C)c(=O)n2C)n1CC1CO1 (stereo unspecified)	-17%	-3%	11%	-17	8%	-2	-3%	0%
O=C1C2C3C=CC(O3)C2C(=O)N1CC(O)c1ccccc1 (stereo unspecified)	-9%	14%[57.1 µM]	2%	u	-26%	-6	4%	-19%
O=C1c2ccccc2NC(c2cc(Cl)cc(Cl)c2O)N1Cc1cccnc1 (stereo unspecified)	11%	-18%	7%	-28	-13%	-8	-6%	1%
COc1ccc(CCNC(=O)C2CC(c3cccc([N+](=O)[O-])c3)=NO2)cc1 (stereo unspecified)	2%	-8%	1%	3	u	-1	0%	8%
CCCCc1c(O)c2ccccc2[nH]c1=O	-5%	12%	5%	2	0%	8	10%	10%
CC(=O)Nc1ccc(S(=O)(=O)Oc2ccccc2N2C(=O)C3C4CCC(C4)C3C2=O)cc1 (stereo unspecified)	1%	0%	3%	13	22%	-1	x	11%
COc1cc(OC)cc(C(=O)Nc2cccc3ccccc23)c1	-8%	-4%	12%	7	u	5	-14%	27%
COCCCn1c2nc3ccccc3nc2c2c(=O)n(CC3CCCO3)cnc21 (stereo unspecified)	2%	1%	5%	28	3%	2	-12%	4%
COCC(=O)Nc1ncc(S(=O)(=O)c2ccc([N+](=O)[O-])cc2)s1	-7%	-4%	-5%	-13	10%	-4	-4%	3%
COC(=O)c1ccccc1NC(=O)CCn1nc(C)c2c(C)n(-c3ccccc3)nc2c1=O	x	x	x	x	10%	-3	20%	-7%
O=C(NC1CCCCC1)C(c1ccco1)N(C(=O)c1csnn1)C1CCCC1 (stereo unspecified)	4%	8%	2%	4	5%	-2	x	5%
CCOC(=O)c1ccccc1NC(=O)COC(=O)Cc1ccccc1F	2%	-11%	5%	4	24%	11	18%	-5%

Reformatted: entries from further up
> COCC(=O)Nc1ncc(S(=O)(=O)c2ccc([N+](=O)[O-])cc2)s1
  aSyn yeast inh = -7%	EPAC2 antag = -4%	EPAC2 ag = -5%	D3 antag = -13	TDP-43 yeast inh = 10%	D3 ag = -4	FUS suppressor = -4%	Abeta yeast res = 3%
> COC(=O)c1ccccc1NC(=O)CCn1nc(C)c2c(C)n(-c3ccccc3)nc2c1=O
  aSyn yeast inh = x	EPAC2 antag = x	EPAC2 ag = x	D3 antag = x	TDP-43 yeast inh = 10%	D3 ag = -3	FUS suppressor = 20%	Abeta yeast res = -7%
> O=C(NC1CCCCC1)C(c1ccco1)N(C(=O)c1csnn1)C1CCCC1 (stereo unspecified)
  aSyn yeast inh = 4%	EPAC2 antag = 8%	EPAC2 ag = 2%	D3 antag = 4	TDP-43 yeast inh = 5%	D3 ag = -2	FUS suppressor = x	Abeta yeast res = 5%

The list continues:
smiles	aSyn yeast inh	EPAC2 antag	EPAC2 ag	D3 antag	TDP-43 yeast inh	D3 ag	FUS suppressor	Abeta yeast res
NC(=O)C1CCN(C(=O)c2ccc3c(=O)n(Cc4cccc(Br)c4)c(=S)[nH]c3c2)CC1	12%	u	10%	2	-1%	1	40%	16%
COc1ccc(OC)c(-c2cc(C(=O)Nc3ccc(C)c(C)c3)no2)c1	x	x	x	x	24%	-25	5%	3%
C/C(=N\NC(=O)c1ccc(-n2cnnn2)cc1)c1ccc(Cl)cc1	-6%	-5%	5%	11	10%	-2	-14%	-11%
CCCc1nn2c(=O)cc(CSCC(=O)Nc3ccccc3)nc2s1	8%	-3%	2%	4	5%	-3	0%	-1%
COc1ccc(C(=O)c2c(C)oc3ccc(O)c(CN4CCOCC4)c23)cc1	-2%	0%	19%	-15	3%	-8	-7%	9%
COc1cccc(-c2sc3cc(OC)c(OC)cc3c2-c2ccc(OCCN3CCCCC3)cc2)c1	-31%[inhibitor]	6%	16%	11	-7%	-46	u	-17%
CCOC(=O)c1c[nH]c2c(Cl)ccc(Cl)c2c1=O	-1%	-14%	5%	0	-6%	0	-4%	1%
Cc1ccc(S(=O)(=O)Nc2cc(C)c(O)c(Sc3n[nH]c(C)n3)c2)cc1	0%	-11%	-2%	-8	12%	1	9%	-2%
COc1cccc(CNC(=O)CCc2ccc(OC)c(OC)c2)c1	-1%	18%	-8%	17	-1%	10	12%	0%
CC1(C)CC(NC(=O)C2CCC(=O)N(C3CC3)C2)CC(C)(C)C1 (stereo unspecified)	-1%	1%	-7%	-18	2%	7	-13%	-10%
CC1CCC(C(C)C)C(OC(=O)C[n+]2cccc(C(N)=O)c2)C1 (stereo unspecified)	-15%	0%	5%	u	25%	-15	-3%	-9%
O=C(O)c1sccc1S(=O)(=O)N1CCN(c2ccc(C(F)(F)F)cn2)CC1	0%	-9%	10%	-5	-17%	-1	22%	3%
CCc1ccccc1NC(=O)CC(c1ccc(OC)cc1)n1cccc1 (stereo unspecified)	-1%	13%	0%	37	10%	-3	x	-9%
O=C1c2ccccc2C2(c3ccccc3)N1CCN2C(=O)C(Cl)(Cl)Cl (stereo unspecified)	5%	-2%	22%	-16	13µM*	1	18%	-47%[inhibitor]
COc1cc(/C=N/NC(=O)c2cc(C)n(-c3ccc(F)cc3)c2C)cc(OC)c1O	6%	-1%	4%	21	x	13	42%	1%
Cc1noc(C)c1S(=O)(=O)N(Cc1ccccc1)C(C)C	14%	-14%	-1%	15	24%	10	0%	7%
COc1cccc(C(=O)Nc2ccc(NC(=O)c3ccco3)cn2)c1	-8%	-1%	-2%	0	-9%	-7	39%	-3%
COc1ccc(S(=O)(=O)N2CCCCC2)cc1NS(=O)(=O)c1ccccc1	0%	-3%	1%	22	13%	-2	-20%	7%
CN(C(=O)NCc1noc2ccccc12)c1cccc(Cl)c1	x	x	x	x	u	-2	10%	0%
CCOC(=O)[C@H]1[C@H]2COc3ccc(Cl)cc3[C@@H]2N2C(=O)[C@@H](C)NC(=O)[C@@]12C	-11%	1%	8%	14	14%	15	-8%	-21%
CC(C)(C)CC(=O)N1CCN(c2ccc(S(=O)(=O)N3CCOCC3)cc2[N+](=O)[O-])CC1	1%	16%	4%	-5	1%	2	20%	-17%
Cc1ccnc(NS(=O)(=O)c2ccc(NC(=O)C3CC3)cc2)n1	6%	1%	4%	17	2%	0	0%	1%
Nc1cc(=O)[nH]c(SCC(=O)N2N=C(c3ccc4ccccc4c3)CC2c2ccccc2)n1 (stereo unspecified)	4%	-17%	5%	23	22%	0	5%	7%
CCOc1ccc(CNCCCSc2ncccn2)cc1	-1%	9%	5%	-19	-2%	-22	-22%	-1%

Record cards, from the list above.
`COc1ccc(CCNC(=O)C2CC(c3cccc([N+](=O)[O-])c3)=NO2)cc1` (stereo unspecified) is listed with aSyn yeast inh = 2%; EPAC2 antag = -8%; EPAC2 ag = 1%; D3 antag = 3; TDP-43 yeast inh = u; D3 ag = -1; FUS suppressor = 0%; Abeta yeast res = 8%
`COc1cccc(-c2sc3cc(OC)c(OC)cc3c2-c2ccc(OCCN3CCCCC3)cc2)c1` is listed with aSyn yeast inh = -31%[inhibitor]; EPAC2 antag = 6%; EPAC2 ag = 16%; D3 antag = 11; TDP-43 yeast inh = -7%; D3 ag = -46; FUS suppressor = u; Abeta yeast res = -17%

Further entries follow:
smiles	aSyn yeast inh	EPAC2 antag	EPAC2 ag	D3 antag	TDP-43 yeast inh	D3 ag	FUS suppressor	Abeta yeast res
O=C(CSc1ncnc2c1oc1ccccc12)NCc1ccc(F)cc1	13%	9%	-6%	7	u	-1	-18%	0%
Cc1nnsc1C(=O)NC1CCCc2c1cnn2-c1ccc(F)cc1F (stereo unspecified)	-9%	3%	2%	16	7%	3	15%	3%
O=C(O)CCNC(=O)c1ccc(Br)o1	-1%	13%	-16%	-13	8%	10	7%	7%
CC(=O)NC(c1ccc(F)c(F)c1)c1nc(-c2cccc(C(C)C)c2)cs1 (stereo unspecified)	30%	-24%	3%	-7	u	5	u	21%
ClCc1nc2ccccc2c2ccccc12	-1%	-3%	10%	4	14µM*	-6	-10%	-50%[inhibitor]
CC(C)(C)c1ccc2c(c1)OC(C(=O)N/N=C\c1ccc(-c3cccc(C(=O)O)c3)o1)CO2 (stereo unspecified)	0%	-15%	-10%	-5	3%	3	u	20%
Cc1cccc(CN2CCC(n3nccc3NC(=O)c3ccccc3C)CC2)n1	-4%	6%	6%	17	15%	0	x	5%
O=S(=O)(Nc1cccc(-c2ccc(N3CCOCC3)nn2)c1)c1ccc(F)c(C(F)(F)F)c1	x	x	x	x	-6%	-17	u	16%
COc1ccc(COC(=O)C2=C(C)NC(=O)NC2c2ccccc2)cc1 (stereo unspecified)	3%	11%	6%	22	u	5	23%	-4%
O=C(Cn1cnc2c(cnn2-c2ccc(F)cc2)c1=O)OCc1ccccc1	2%	-2%	1%	2	9%	7	-3%	11%
CC(C)C(NC(=O)c1ccc(Cl)cc1)C(=O)NCC1CCCO1 (stereo unspecified)	1%	9%	3%	16	-14%	-4	3%	-13%
Cn1nnnc1NCc1ccc(Cl)c(Cl)c1	13%	6%	-6%	2	0%	0	22%	-19%
Cc1ccc(S(=O)(=O)NCCSC(C)(C)C)cc1	x	-17%	0%	0	8%	1	28%	9%
O=C1CC(c2ccccc2)CN1S(=O)(=O)c1ccccc1 (stereo unspecified)	u	-27%	5%	12	u	3	-11%	u
CCN(CC)C(=O)C1CCCN(c2ncnc3c2cnn3-c2ccc(Cl)cc2)C1 (stereo unspecified)	3%	-17%	3%	13	20µM*	-6	u	-4%
